Screening results: PubChem, National Center for Advancing Translational Sciences (NCATS)
KDM5B inhibitor = Primary screen for KDM5B Histone Demethylases FDH-coupled qHTS. Lysine-specific demethylase 5B (Homo sapiens), Q9UGL1. Potency, µM (doses to about 57.7 µM), without a hit: top-dose activity change, negative = inhibition, hits mostly inhibitors. AID 1347165, 2019. KDM5B demethylase, FDH-coupled NADH fluorescence (FDH is formaldehyde dehydrogenase). 2.6% of 220,000 active; active means well fitted inhibition curve with a large enough effect; inconclusive means small, poorly fitted or top-dose-only effect; inactive means no such curve, though single readings can be large or run the other way; further: 0% is about no effect; nearly all actives have a fitted effect of over 70% in size
Target sequence (Q9UGL1 whole entry, looked up): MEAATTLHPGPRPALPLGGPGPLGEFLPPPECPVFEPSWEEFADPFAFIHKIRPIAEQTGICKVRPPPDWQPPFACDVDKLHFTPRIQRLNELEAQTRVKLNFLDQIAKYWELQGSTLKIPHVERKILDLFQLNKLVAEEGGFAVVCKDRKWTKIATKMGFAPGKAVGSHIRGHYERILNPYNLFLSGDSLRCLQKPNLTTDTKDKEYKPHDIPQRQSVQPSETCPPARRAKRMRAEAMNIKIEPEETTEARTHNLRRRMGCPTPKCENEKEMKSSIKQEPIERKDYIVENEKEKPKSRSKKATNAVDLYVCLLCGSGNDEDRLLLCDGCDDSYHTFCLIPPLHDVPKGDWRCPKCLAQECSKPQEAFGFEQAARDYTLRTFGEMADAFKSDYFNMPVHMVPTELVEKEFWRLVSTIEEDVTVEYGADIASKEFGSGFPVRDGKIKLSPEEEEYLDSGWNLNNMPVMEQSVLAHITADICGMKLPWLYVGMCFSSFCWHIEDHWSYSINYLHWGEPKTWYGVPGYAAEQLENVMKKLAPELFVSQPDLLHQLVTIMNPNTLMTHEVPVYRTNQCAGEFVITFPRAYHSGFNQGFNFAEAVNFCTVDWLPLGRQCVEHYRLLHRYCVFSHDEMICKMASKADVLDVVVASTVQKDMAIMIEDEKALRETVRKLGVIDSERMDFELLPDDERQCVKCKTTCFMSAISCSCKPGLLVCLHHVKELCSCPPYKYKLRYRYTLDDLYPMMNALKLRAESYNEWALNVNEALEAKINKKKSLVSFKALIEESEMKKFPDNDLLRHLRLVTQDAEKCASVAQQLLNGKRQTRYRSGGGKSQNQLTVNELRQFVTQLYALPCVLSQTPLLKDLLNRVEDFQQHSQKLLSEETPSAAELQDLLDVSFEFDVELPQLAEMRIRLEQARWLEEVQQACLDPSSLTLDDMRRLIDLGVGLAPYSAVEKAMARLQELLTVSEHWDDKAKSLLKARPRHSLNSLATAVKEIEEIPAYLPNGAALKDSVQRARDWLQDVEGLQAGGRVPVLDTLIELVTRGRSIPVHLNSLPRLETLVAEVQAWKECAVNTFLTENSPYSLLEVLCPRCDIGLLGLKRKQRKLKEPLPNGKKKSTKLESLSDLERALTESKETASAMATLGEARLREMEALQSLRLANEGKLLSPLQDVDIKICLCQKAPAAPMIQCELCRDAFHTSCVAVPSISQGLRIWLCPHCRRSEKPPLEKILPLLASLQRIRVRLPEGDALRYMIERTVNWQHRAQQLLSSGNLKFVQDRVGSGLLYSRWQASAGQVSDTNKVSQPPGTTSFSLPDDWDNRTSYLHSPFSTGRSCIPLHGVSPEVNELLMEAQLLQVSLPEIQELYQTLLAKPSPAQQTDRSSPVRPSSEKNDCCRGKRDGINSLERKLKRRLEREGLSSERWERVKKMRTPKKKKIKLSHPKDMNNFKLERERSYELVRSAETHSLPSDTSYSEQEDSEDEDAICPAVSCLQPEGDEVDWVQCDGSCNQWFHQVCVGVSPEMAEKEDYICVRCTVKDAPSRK
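qHTS format, multiple compound concentrations. Buffer 50 mM HEPES pH 7.5/0.01% Tween-20; 200 nM KDM5BΔAP final; 10 min compound preincubation; substrate-mix levels 12.5 µM peptide, 25 µM α-KG, 0.25 mM NAD⁺; 30 min RT; ΔRFU.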
The depositor's hits bear a star; i = inactive; ? = inconclusive; [ ] = dose if it differs, or a comment. Potency means the concentration at half of the fitted maximal effect. These rows are one share of the data, so the mix of outcomes need not match the whole.

#	canonical_smiles	KDM5B inhibitor
1	O=C(CCCCn1c(=O)c2ccccc2n(Cc2ccccc2Cl)c1=O)NCc1ccc2c(c1)OCO2	-10%
2	COc1ccc(CN2CCC(N3CCN(c4ccccc4OC)CC3)CC2)cc1OC	-18%
3	CCCN(CCC)CCNC(=O)c1ccc2c(c1)NC(=O)C(CS(=O)(=O)Cc1cccc(Br)c1)N2 (configuration not stated)	?
4	CC(C)CCNC(=O)C(Cc1ccccc1)NC(N)=O (configuration not stated)	13%
5	CCN1CCC(N(Cc2ccc3c(c2)OCO3)C(=O)Nc2ccc(C)c(C)c2)CC1	12%
6	COc1ccc(-c2onc(C)c2C)cc1S(=O)(=O)NCc1ccco1	-6%
7	CCOc1ccc(CNC(=O)c2ncoc2-c2cccs2)cc1OC	-19%
8	Clc1cccc(N/N=C(/c2ccccc2)c2ccncc2)c1	4%
9	CCOC(=O)C1=C(C)NC(=O)NC1c1cn(-c2ccccc2)nc1-c1ccc(OC(C)C)c(C)c1 (configuration not stated)	?
10	OC(c1cn2cc(-c3ccc(F)cc3)nc2s1)(C(F)(F)F)C(F)(F)F	6%
11	Cc1cc(=O)oc2cc(OCC(=O)N(c3ccccc3)C(C)C)ccc12	?
12	COc1ccccc1CNC(=O)c1ccc(Nc2nc3ccccc3n3nnnc23)cc1	i
13	COc1cc(NC(=O)c2sc(-c3c(F)cccc3OC)nc2C)cc(OC)c1OC	13%
14	COc1ccc(C(NC(=O)c2csc(-c3ccco3)n2)c2nccn2C)cc1 (configuration not stated)	-22%
15	CCOC(=O)c1sc(NC(=O)COc2ccccc2Cl)c(C(=O)OCC)c1C	-12%
16	COc1ccccc1N1CCN(C(=O)CCc2conc2-c2cccc(F)c2)CC1	-3%
17	C=C(C)Cn1c(N2CCNCC2)nc2c1c(=O)[nH]c(=O)n2C	-16%
18	CSc1ccc(NS(=O)(=O)c2ccc(-n3cnnn3)cc2)cc1	-20%
19	O=C(c1csc(Br)c1)N(Cc1ccncc1)C1CC1	26%
20	CN1C(=O)c2cccn2CC1C(=O)NC1CCN(Cc2ccccc2)CC1 (configuration not stated)	-19%
21	NNC(=O)c1[nH]c2ccccc2c1-c1ccccc1	41%[activator]
22	CCCCCCOc1ccc(/C=C/c2nc(-c3ccc(C)cc3)cs2)cc1	7%
23	O=C(Cn1ccc2cc(S(=O)(=O)N3CCCCC3)ccc21)NC1CCCC1	-11%
24	CCn1cc(C(=O)c2cc(F)ccc2O)cc1-c1nc2ccccc2c(=O)[nH]1	18%

Continued; the last six above are carried over.
#	canonical_smiles	KDM5B inhibitor
19	O=C(c1csc(Br)c1)N(Cc1ccncc1)C1CC1	26%
20	CN1C(=O)c2cccn2CC1C(=O)NC1CCN(Cc2ccccc2)CC1 (configuration not stated)	-19%
21	NNC(=O)c1[nH]c2ccccc2c1-c1ccccc1	41%[activator]
22	CCCCCCOc1ccc(/C=C/c2nc(-c3ccc(C)cc3)cs2)cc1	7%
23	O=C(Cn1ccc2cc(S(=O)(=O)N3CCCCC3)ccc21)NC1CCCC1	-11%
24	CCn1cc(C(=O)c2cc(F)ccc2O)cc1-c1nc2ccccc2c(=O)[nH]1	18%
25	O=C(c1ccc(C(F)(F)F)cc1)N1CCC(N2Cc3ccccc3C2=O)CC1	25%[115 µM]
26	COc1cc(C(=O)NCc2nnnn2-c2ccc(C)c(C)c2)cc(OC)c1OC	2%
27	CC(=O)Oc1ccc(-c2nc3cc(Cl)ccc3o2)cc1	16%
28	Cc1c(Cl)cccc1NC(=O)CN1C(=O)NC(c2ccc(Cl)cc2)C2=C1COC2=O (configuration not stated)	-3%
29	CCCS(=O)(=O)N1CC(=O)N(c2cccc(Cl)c2C)C(C)(C(=O)NC2CCCC2)C1 (configuration not stated)	-22%
30	CCN(CCNc1ncncn1)c1cccc(C)c1	11%
31	COc1ccccc1N1CCN(c2nccnc2SCC(=O)Nc2ccc(F)cc2F)CC1	5%
32	CC(C)NC(=O)N1Cc2ccccc2OC2(CCN(C(=O)N3CCN(C)CC3)CC2)C1	30%[115 µM]

Entries by screen from above:
Compounds 25 to 29 in KDM5B inhibitor, in turn: 25%[115 µM], 2%, 16%, -3%, -22%

Next section:
#	canonical_smiles	KDM5B inhibitor
33	Cc1ccc(NC(=O)c2cc(S(=O)(=O)NCCC3=CCCCC3)ccc2F)cc1C	-37%
34	CCCSc1nc2sc3c(c2c(=O)[nH]1)CC(C)(CC)OC3 (configuration not stated)	12%
35	Cc1cc(C(=O)N2CCCC(CN3CCOCC3)CC2)nn1C (configuration not stated)	10%
36	O=[S+]([O-])(c1ccccc1)N1CCn2c(nnc2-c2ccccc2)C1	-13%
37	Cc1nc2ccccc2c(C)c1CC(=O)N(C)C(C)c1cc2ccccc2o1 (configuration not stated)	3%
38	CCC(NC(=S)NC1CCCCC1)c1ccccc1 (configuration not stated)	39%
39	CCCCn1nc(C(=O)Nc2nc3c(C)cccc3s2)c2ccccc2c1=O	-2%
40	CCn1cc(-c2cc(C(=O)N3CCCCCC3)c3cccc(C)c3n2)cn1	32µM*
41	O=C(CCc1cc2n(n1)CCCNC2)N1CCCN(c2ccncc2)CC1	?
42	CC(=O)Nc1ccc(C2(C(=O)O)CCCCC2)cc1	-13%
43	Cc1ccc(C(=O)COC(=O)c2cccc(Oc3ccc(C#N)c(C#N)c3)c2)cc1	4%
44	Cc1oc2ncnc(N3CCOCC3)c2c1C(=O)NCCc1ccccc1	14%
45	COc1ccc(CC(=O)Nc2cccc3cccnc23)cc1	-23%
46	Oc1cccc(-c2cnc3n[nH]c(-c4ccccc4)c3n2)c1	-31%[115 µM]
47	O=C(CN1C(=O)NC2(CCS(=O)(=O)CC2)C1=O)Nc1cccc(F)c1	-1%
48	Cc1nnc(-c2cc(N3CCN(c4ccccn4)CC3)ccn2)n1C	7%[86.2 µM]
49	COc1ccc(-c2nc3ccccc3c(=O)n2CCOc2ccccc2C)cc1	19%
50	Cc1cc(C)c(NC(=O)CSc2nccn2-c2cccc(Cl)c2)c(C)c1	-6%
51	CCN(CC)S(=O)(=O)c1cc(-c2onc(C)c2C)ccc1OC	6%
52	Cc1cc(C)c(S(=O)(=O)N2CCN(Cc3cccc4cccnc34)CC2)c(C)c1	7%
53	Cc1cccnc1CCNC(=O)C1CCC(=O)N(Cc2cccc(F)c2)C1 (configuration not stated)	?
54	O=C(NC1CCNCC1)C1CCCN(c2nc(-c3ccccc3)nc3c2CCC3)C1 (configuration not stated)	?
55	Cc1cc(C(=O)CSc2nnc(C(C)Oc3ccccc3F)o2)c(C)n1C1CC1 (configuration not stated)	3%
56	C[C@@H](NC(=O)NC1CCCCC1)c1onc(-c2cccnc2)c1C(=O)O	3%[86.2 µM]

KDM5B inhibitor, entries above that show a hit
#	canonical_smiles	KDM5B inhibitor
40	CCn1cc(-c2cc(C(=O)N3CCCCCC3)c3cccc(C)c3n2)cn1	32µM*

(continued)
#	canonical_smiles	KDM5B inhibitor
57	CC(C)NC(=O)c1ccc(-c2ccc(N3CCCCC3)nc2)cc1	?
58	Cn1cc(CC(=O)N2CCCc3ncc(C(=O)N4CCC(c5ccccc5)CC4)cc32)c2ccccc21	-29%
59	CCOc1ccc(N2CC(c3nc4ccccc4n3CCOc3ccc(OC)cc3)CC2=O)cc1 (configuration not stated)	19%
60	CC(C)(C)C(=O)N1CCC(OC2CCN(Cc3ccccc3)CC2)CC1	-8%
61	Cc1cc(NC(=O)CCn2nc(-c3cccs3)oc2=O)ccc1Br	-23%
62	CN(Cc1ccc(-c2ccc(Cl)cc2)o1)C(=O)CSc1nnc(C2CC2)n1C	?
63	CCN1CCN(C(=O)CN(c2cccc(C)c2C)S(C)(=O)=O)CC1	1%
64	Cn1cc(S(=O)(=O)N2CCC(C(=O)Nc3ccc(OC(F)F)cc3)CC2)cc1C(N)=O	-5%
65	O=C(NCC1(O)CCCCC1)c1ccc2nc(Cc3ccccc3F)oc2c1	-16%
66	Cc1ccc(Cl)cc1N1C(=O)N(Cc2ccc(C#N)cc2)c2ccccc2S1(=O)=O	-2%
67	CCC1CCCCN1C(=O)Cn1c(=O)n(-c2ccc(F)c(C)c2)c(=O)c2sccc21 (configuration not stated)	?
68	Cc1oc2ccn(Cc3ccc(F)cc3)c(=O)c2c1C(=O)NCc1cc(F)ccc1F	?
69	O=[N+]([O-])c1cccc(/C=C/c2ccccn2)c1	27%
70	COc1ccc(C2=NN(Cc3c(F)cccc3Cl)C(=O)CC2)cc1	-3%
71	Cc1ccccc1Cn1cccc1CNC(=O)NC12CC3CC(CC(C3)C1)C2	-8%
72	COc1ccc(C(=O)N2CCC3(CC2)OCC(C(=O)NC2CC2)N3C(=O)c2ccccc2)cc1OC (configuration not stated)	12%
73	COc1ccc(NC(=O)NC[C@H]2O[C@@H]3C[C@@H](CC(=O)N4CCOCC4)O[C@@H]3[C@@H]2O)cc1	-15%[86.2 µM]
74	O=c1c(-c2ccc(Br)cc2)[n+]([O-])c2ccccc2n1OCc1ccccc1	-10%
75	Cc1ccc(NC(=O)CSc2nncn2C)c(C)c1	-1%
76	Cc1ccc(CNC(=O)N2CCCCC2c2nc(C3CC3)n[nH]2)cc1 (configuration not stated)	31%[activator]
77	CCOC(=O)c1ccc2c(c1)N(CC(=O)Nc1ccc(CC)cc1)C(=O)c1ccccc1S2	7%
78	Cc1nn(-c2ccc(C(C)C)cc2)c(C)c1[C@@H]1C=C[C@@H](NC(=O)NCc2ccccc2)C1	-18%[86.2 µM]
79	COc1ccc(NC(=O)C(=O)NCCc2csc(-c3ccc(Cl)cc3)n2)cc1OC	1%
80	O=C(CCc1ncc(-c2c(F)cccc2F)o1)N1CCN(c2ccc(F)cc2)CC1	15%

Next section; it opens with the two that closed the last part.
#	canonical_smiles	KDM5B inhibitor
79	COc1ccc(NC(=O)C(=O)NCCc2csc(-c3ccc(Cl)cc3)n2)cc1OC	1%
80	O=C(CCc1ncc(-c2c(F)cccc2F)o1)N1CCN(c2ccc(F)cc2)CC1	15%
81	Cc1cc(Br)ccc1NC(=O)CN(C)C(=O)c1cccc(-n2cccc2)c1	4%
82	CC(C)S(=O)(=O)c1oc(-c2cccs2)nc1S(=O)(=O)c1ccc(F)cc1	2%
83	Cc1ccc(NC(=O)CN2CCCN(Cc3ccccc3Cl)S2(=O)=O)c(C)c1	?
84	CCc1nc2c(=O)n(CC(=O)NCCC3=CCCCC3)nc(C)c2s1	2%
85	CCC(CO)NC(=O)c1ccc(-c2nn(C)c(=O)c3ccccc23)cc1 (configuration not stated)	13%
86	O=C(O)c1ccc(COc2ccc(Br)cc2/C=N/O)cc1	14%
87	CCCOc1ccc(C(=O)NCC(c2ccc(OC)cc2)N2CCCCC2)cc1 (configuration not stated)	-17%
88	CCOc1cccc(CC(=O)N2CCc3c([nH]c4ccc(OC)cc34)C2c2ccc(F)cc2)c1OCC (configuration not stated)	-13%
89	COc1cccc(NC(=O)c2cccc3c(=O)c4c([nH]c23)CCCC4)c1	?
90	COCCNC(=O)NC(=O)CN(C)c1ccccc1	17%
91	COc1cc(C(=O)Nc2ccc(C)cc2)nc2ccc(Cl)cc12	-2%
92	COc1ccc(S(=O)(=O)N[C@H]2[C@H](O)[C@H](O)C[C@@H]2c2ccc(C(F)(F)F)nc2)cc1	11%[86.2 µM]
93	O=C(NC1C2CC3CC(C2)CC1C3)c1cccc(F)c1 (configuration not stated)	13%
94	CCc1ccccc1NNC(=O)c1cc(C)on1	18%
95	Cc1c(-c2ccccc2)oc2c(C(=O)OCC(=O)C(C)(C)C)cccc2c1=O	-15%
96	O=C(COc1ccc(F)cc1)Nc1ccc2nc(SCc3ccccc3)sc2c1	-9%
97	CCOC(=O)c1cc(-c2ccccc2)n(CCC(=O)NCCc2ccccc2)c1C	-21%
98	C=CCNc1ccc(N2C(=O)C3CCC(C)CC3C2=O)cc1[N+](=O)[O-] (configuration not stated)	-19%
99	COCCN(Cc1nc2ccccc2c(=O)[nH]1)C(=O)Cc1csc(-c2ccc(C)cc2)n1	1%
100	CCc1ccccc1NC(=O)c1cc(S(=O)(=O)N2CCC(C)CC2)cn1C	-10%
101	COCCCNc1oc(-c2ccc(COc3cccc(C)c3)o2)nc1C#N	?
102	Cc1ccc(C)c(NC(=O)c2ccc(S(=O)(=O)N(C)CC3CCCO3)cc2)c1 (configuration not stated)	8%
103	CC(C)CC(=O)Nc1ccc(N2CCCC2)cc1	?
104	CN(CCOc1ccc(Cl)cc1)c1ccc(S(=O)(=O)N2CCCCC2)cn1	?
105	Cc1ccc(C)c(CN2C(=O)c3ccccc3Sc3ccc(C(=O)NCc4cccs4)cc32)c1	-15%
106	COc1cc(-c2cc3n(C)c(C)c(CCC(=O)NC4CCC(C)CC4)c(=O)n3n2)cc(OC)c1OC (configuration not stated)	-20%
107	Cc1ccc(NC(=O)Cc2csc(NC(=O)c3ccoc3C)n2)cc1C	-13%
108	Cn1cnc2c(N/N=C/c3cccs3)ncnc21	-9%
109	Cn1cc(-c2cnc3[nH]cc(CC(=O)NC4CCC4)c3c2)cn1	?
110	Cn1cc(S(=O)(=O)N2CCCC2)cc1C(=O)O	-14%
111	CC(C)CC(=O)N1CCC(CC(=O)NCc2ccccc2)C1 (configuration not stated)	6%
112	CCCOCC(=O)N1CCCC(c2cc(N3CCCC3)nc(C)n2)C1 (configuration not stated)	17%
113	Cc1ccc(-c2cc(C(=O)Nc3ccncc3)c3ccccc3n2)cc1	-14%
